Screening results: PubChem, several laboratories
phage Ecoli inh: E. coli growth loss with phage present; growth absorbance; inhibition, % at 11.9 µM; 360,000 tested, 0.26% active; AID 651602; in the data active = inhibition above about 11%
CAL PDZ FP: inhibitors of human CAL PDZ peptide binding; Q9HD26; purified CAL PDZ, TMR-peptide fluorescence polarization, 1 h; inhibition, % at 20 µM; 330,000 tested, 0.02% active; AID 504414;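 active = highest replicate inhibition of at least 40%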;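 also: plate controls were DMSO neutral control wells for no effect and unlabeled competitor peptide control wells for full effect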
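Material: tagged CAL PDZ protein CerCALP, purified; buffer or medium: sodium phosphate/NaCl buffer pH 7.4 with TCEP, IgG, Thesit; also added: fluorescent TMR peptide probe; schedule: 1 h incubation at room temperature before polarization reading; technique: fluorescence polarization from S- and P-plane intensities, G-factor corrected; control set: unlabelled peptide and DMSO controls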
Rtt109 HAT inh: inhibitors of Candida albicans Rtt109/Vps75 histone acetyltransferase; Q5AAJ8; purified Rtt109/Vps75, ThioGlo CoA-SH fluorescence, 4 h; inhibition, % at 34.9 µM; 330,000 tested, 0.16% active;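 active = inhibition of at least 50% in every replicate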
Target sequence (Q5AAJ8 whole entry, looked up): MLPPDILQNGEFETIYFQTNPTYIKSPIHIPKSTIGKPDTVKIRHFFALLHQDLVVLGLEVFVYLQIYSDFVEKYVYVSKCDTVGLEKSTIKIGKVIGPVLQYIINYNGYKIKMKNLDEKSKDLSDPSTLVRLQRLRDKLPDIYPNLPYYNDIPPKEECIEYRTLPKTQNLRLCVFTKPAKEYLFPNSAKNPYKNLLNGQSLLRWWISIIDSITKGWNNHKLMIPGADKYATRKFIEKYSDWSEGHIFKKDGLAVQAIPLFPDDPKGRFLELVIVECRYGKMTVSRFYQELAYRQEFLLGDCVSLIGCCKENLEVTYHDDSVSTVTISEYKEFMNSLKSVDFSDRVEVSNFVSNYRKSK
E coli growth: counter-screen for AddAB inhibitors: E. coli growth inhibition. inhibition, % at 11.9 µM. E. coli V3065 growth, OD600 absorbance, 18 h. 330,000 tested, 0.27% active;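 active = inhibition above the campaign's mean inhibition across all tested compounds plus 3 SD, cut at about 9.9% in these data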;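 also: uninfected addAB+ strain grown without phage in ampicillin broth; 0% = DMSO wells and 100% = ciprofloxacin 0.95 µg/ml wells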
Wnt bcat act: activators of Wnt/beta-catenin signaling; Wnt/beta-catenin reporter cell assay, activator, plate reader; activation, % at 9.35 µM; 300,000 tested, 1.2% active; in the data active = activation above about 30%, passing the limit was not always enough;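 also: 0% = neutral control wells and 100% = positive control wells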
PvdQ inh: blocks Pseudomonas aeruginosa PvdQ acylase activity; inhibition, % at 10 µM; purified PvdQ acylase, fluorescence plate reader; 340,000 tested, 0.063% active; in the data active = inhibition above about 30%, passing the limit was not always enough;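 also: 0% = vehicle neutral wells and 100% = reference inhibitor wells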
PfHsp90 yeast 2: reduces growth (ATP signal) of yeast expressing P. falciparum Hsp90 | S. cerevisiae expressing PfHsp90, BacTiter-Glo ATP, 48 h; yeast lacking PDR1 and PDR3 efflux regulators | inhibition, % at 9.4 µM | 310,000 tested, 0.32% active;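 active = every replicate shows inhibition above about 80%, whatever the replicate mean, limit read from the data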;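 also: 0% = DMSO neutral controls and 100% = 20 µM radicicol positive controls; yeast relying on Plasmodium falciparum Hsp90 in place of its own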
Tat export inh: blocks Tat-dependent protein export in E. coli | inhibition, % at 10 µM | E. coli MC4100 TorA-mCherry Tat export, fluorescence | 340,000 tested, 0.036% active;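 active = mean replicate inhibition at least 50% and at least half of replicates individually reaching 50%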;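 also: exported cargo escapes ClpAP degradation while cytoplasmic cargo is degraded and loses fluorescence; 0% = median of neutral control wells and 100% = median of NaSCN control wells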
DAGLB inhibitor: blocks human DAGLB lipase activity. Q8NCG7. HEK293T DAGLB membrane lysate, EnzChek fluorogenic substrate. inhibition, % at 5.17 µM. 340,000 tested, 0.059% active; in the data active = inhibition above about 34%;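 also: 0% = enzyme with vehicle and 100% = wells lacking enzyme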
Target sequence (Q8NCG7 whole entry, looked up): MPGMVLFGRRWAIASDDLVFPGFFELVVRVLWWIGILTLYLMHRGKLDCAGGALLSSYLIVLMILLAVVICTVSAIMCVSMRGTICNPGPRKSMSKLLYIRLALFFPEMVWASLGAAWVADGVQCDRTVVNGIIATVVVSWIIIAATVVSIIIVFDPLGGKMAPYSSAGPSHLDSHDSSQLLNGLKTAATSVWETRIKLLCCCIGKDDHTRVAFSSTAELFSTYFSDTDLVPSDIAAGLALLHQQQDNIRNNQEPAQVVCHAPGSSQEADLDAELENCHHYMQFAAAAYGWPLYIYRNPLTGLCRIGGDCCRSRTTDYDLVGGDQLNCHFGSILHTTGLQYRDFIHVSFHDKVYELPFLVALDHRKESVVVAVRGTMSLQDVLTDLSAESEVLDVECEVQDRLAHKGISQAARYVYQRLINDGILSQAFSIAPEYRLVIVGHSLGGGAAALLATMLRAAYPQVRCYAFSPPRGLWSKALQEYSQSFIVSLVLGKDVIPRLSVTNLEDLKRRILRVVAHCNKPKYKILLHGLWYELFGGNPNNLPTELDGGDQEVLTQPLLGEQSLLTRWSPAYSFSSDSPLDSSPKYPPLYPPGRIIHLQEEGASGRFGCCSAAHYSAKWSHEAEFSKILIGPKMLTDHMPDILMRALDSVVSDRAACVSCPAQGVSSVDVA
AddAB inh: less growth of phage-infected E. coli with AddAB; E. coli expressing H. pylori AddAB, absorbance growth; inhibition, % at 11.9 µM; 330,000 tested, 0.29% active; AID 435030; in the data active = inhibition above about 12%;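 also: 0% = vehicle wells of infected cells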
* marks the source's active call; other numbers are inactive results; nt = not tested or not shown.

No.	Molecule	phage Ecoli inh	CAL PDZ FP	Rtt109 HAT inh	E coli growth	Wnt bcat act	PvdQ inh	PfHsp90 yeast 2	Tat export inh	DAGLB inhibitor	AddAB inh
1	COc1ccc(CCn2c(=N)c(C(=O)NCc3ccco3)cc3c(=O)n4cccc(C)c4nc32)cc1	1.4	nt	4.1	-0.2	nt	-5.6	4.7	-2.1	-1.2	-0.3
2	N/C(CSc1ncccc1C(F)(F)F)=N\O	0.9	-0.3	0.1	-1.4	-1.6	-11.8	-8.9	-4.7	-2.8	-1.3
3	O=C(Cn1nc(C(=O)O)c2ccccc2c1=O)Nc1cc(S(=O)(=O)N2CCCCC2)ccc1Cl	0.6	-0.5	8.2	0.0	-0.9	8.5	-3.2	8.5	-2.7	-1.2
4	O=C(COc1ccc(S(=O)(=O)NC2CCCCC2)cc1Cl)N1CCN(c2ccccc2)CC1	2.4	-2.6	1.0	1.9	nt	-7.5	6.2	5.7	3.3	1.2
5	Cc1cccc(C(=O)OCC(=O)N(C)c2ccccc2)c1C	2.3	-1.5	4.9	-1.3	0.2	-9.3	13.2	-8.4	-7.5	2.0
6	O=C(Nc1nc2ccccc2n1CCOc1ccccc1)c1ccco1	-0.3	-1.7	-4.6	-3.4	nt	7.8	-16.7	-0.2	-1.3	-1.2
7	Cn1ncc(Cl)c1C(=O)NC1CCCC1	3.4	-2.2	-1.1	-2.2	-0.9	-12.5	-5.3	7.4	0.5	-1.6
8	COc1nccc(NCc2ccccc2)c1C#N	2.5	nt	nt	1.7	8.1	nt	nt	nt	nt	2.3
9	CCOC(=O)CN(C(=O)c1snc(C(N)=O)c1N)C(C(=O)NCCC(C)C)c1ccc(F)cc1 (stereo unspecified)	2.2	-0.1	3.5	-0.1	0.2	6.6	42.4	-11.5	-1.3	-0.7
10	O=C(Cc1ccc(-c2ccccc2)cc1)Nc1ccccc1	3.1	-0.6	-8.7	1.7	0.4	-7.7	-9.2	-9.5	-4.6	3.4
11	COc1ccc(NC(=O)CN2CCN(c3nc(-c4ccc(F)cc4)cs3)CC2)c(OC)c1	3.8	0.0	-0.2	-1.3	-2.8	-10.2	22.2	-4.6	0.4	3.4
12	O=C(O)c1cc(=O)cc(C(=O)O)[nH]1	-5.6	-1.9	34.3	0.2	nt	10.7	-2.5	21.0	0.2	1.1
13	COc1cc(/C=N/n2cnnc2)ccc1OCc1ccc(C)cc1	-1.7	-1.7	-13.1	-0.6	nt	7.5	4.3	-3.0	0.8	1.9
14	Cn1ccnc1SCC(=O)NC12CC3CC(CC(C3)C1)C2	1.6	-0.4	-5.6	0.1	nt	-0.5	16.1	0.4	1.6	-0.3
15	COCCNC(=O)C(c1ccc(OC)cc1)N(C(=O)Cn1nnc2ccccc21)c1cccnc1 (stereo unspecified)	2.4	0.1	4.6	-0.3	-1.8	-4.8	-31.0	-0.9	3.3	-2.8
16	COc1ccc(CCNC(=O)CSc2nc(=O)n3cc(C)ccc3n2)cc1OC	1.6	-1.9	-1.3	1.5	-0.2	-9.6	nt	-12.3	0.6	5.2
17	O=C1/C(=C\c2ccc([N+](=O)[O-])cc2)CS(=O)(=O)C/C1=C/c1ccc([N+](=O)[O-])cc1	0.5	-1.5	-5.9	nt	-6.4	-3.1	104.3*	-0.8	15.1	nt
18	Nc1cc2c(cc1Br)-c1c(C(=O)O)cccc1C2O (stereo unspecified)	1.9	-0.5	-10.0	nt	1.0	-11.4	-5.9	-2.9	0.7	nt
19	Oc1ccc(N=Nc2n[nH]c(-c3ccccc3)n2)cc1	1.4	-1.8	7.2	3.6	nt	1.9	32.8	-6.2	5.2	2.3
20	CCOC(=O)c1nnc(-c2ccccc2)[nH]c1=O	4.6	-2.3	nt	-0.3	9.9	-7.3	-4.5	-0.4	-0.8	4.0

(continued)
No.	Molecule	phage Ecoli inh	CAL PDZ FP	Rtt109 HAT inh	E coli growth	Wnt bcat act	PvdQ inh	PfHsp90 yeast 2	Tat export inh	DAGLB inhibitor	AddAB inh
21	O=C(NCCN1CCN(c2ccccc2)CC1)C1CCN(S(=O)(=O)N2CCOCC2)CC1	-0.8	-1.3	-4.1	nt	-4.5	11.4	-7.1	-2.4	-5.2	nt
22	C=CCOC(=O)C1=C(C)Nc2ncnn2C1c1cc(Br)ccc1F (stereo unspecified)	0.8	-0.9	-8.0	0.7	nt	-6.1	-21.2	2.1	2.3	-1.3
23	Cc1cc([N+](=O)[O-])c(C)cc1-c1ccc(/C=N/NC(=O)c2cccnc2)o1	1.4	-0.9	12.2	3.5	-3.7	-7.6	-29.3	-2.4	-0.2	3.7
24	O=C(CCc1n[nH]c(=O)[nH]c1=O)N/N=C/c1ccc(Br)o1	4.7	-3.3	nt	-0.7	0.2	10.7	1.6	-2.6	-1.0	0.5
25	O=C(COC(=O)c1cccc(OC(F)F)c1)NCC1CCCO1 (stereo unspecified)	3.9	0.0	-5.7	0.3	-24.6	0.1	-8.9	5.8	-1.0	-2.2
26	Cc1ccc(CSc2nnc(CS(=O)Cc3ccc(Cl)cc3Cl)n2C)cc1 (stereo unspecified)	2.5	-0.5	6.8	-0.6	-2.0	-15.6	-9.1	8.0	-1.2	-1.8
27	O=C(OCc1nnc(-c2ccccc2)o1)c1cc(Cl)ccc1[N+](=O)[O-]	4.3	-2.5	1.4	-0.2	2.1	2.7	-3.8	-10.0	-1.0	1.0
28	Cc1ccc(-n2c(Cc3cccn3C)nnc2SCC(=O)NCc2ccco2)cc1	1.7	-1.6	7.3	0.0	nt	-1.4	5.3	7.2	0.6	2.0
29	CC(C)Oc1cccc(C(=O)C2CCCN(Cc3cnn(C(C)C)c3)C2)c1 (stereo unspecified)	2.7	nt	-10.2	0.1	-0.9	-8.8	-6.9	-1.4	-1.0	2.3
30	O=c1sc2ccccc2n1COc1ccc(Cl)cc1	2.4	-0.7	0.8	-1.2	nt	1.8	-16.8	2.3	-4.4	-1.7
31	CCCCN(C(=O)CSCc1c(C)noc1C)c1c(N)n(CCCC)c(=O)[nH]c1=O	3.2	0.6	11.5	2.0	-1.6	-18.4	28.5	-2.9	0.4	1.1
32	CCCCCCCC(=O)Nc1ccc(S(=O)(=O)Nc2nccs2)cc1	1.3	-2.6	-8.3	1.0	1.2	-20.4	4.6	27.8	-2.6	4.0
33	CCn1cc(C2=NOC(C(=O)Nc3cc(C)nn3-c3ccccc3)C2)c(C)n1 (stereo unspecified)	1.5	-1.1	0.0	0.7	-1.0	-9.7	6.3	2.0	-0.7	0.6
34	CC(=O)c1cc(F)c(N2CCN(C(=O)C(C)(C)C)CC2)cc1C	2.0	-2.3	-4.3	-5.0	-1.1	-5.8	-25.8	3.5	-6.2	-2.0
35	Cc1c(C)n(-c2ccc(Cl)cc2)c2ncnc(N)c12	0.3	-2.0	2.9	0.9	-1.3	8.8	-6.4	-2.7	1.5	-0.4
36	Cc1ccc2cccc(OCC(=O)Nc3ccc(N4CCOCC4)cc3)c2n1	-0.6	-15.0	-1.6	-1.1	-1.3	-19.4	2.4	-4.1	0.7	3.0
37	CSc1ccccc1OCc1cc(C(=O)N(C)Cc2ccncn2)no1	1.1	-2.4	-4.3	0.1	16.5	-7.2	5.4	1.3	2.7	0.1
38	CN(C)c1nnnn1-c1ccccc1Oc1ncc(C(F)(F)F)cc1Cl	3.9	-0.6	-3.7	0.7	2.1	5.5	5.4	-4.9	0.2	4.4
39	COc1ccc(C2c3[nH]c4ccccc4c3C[C@H]3C(=O)N(CCCO)CC(=O)N23)c(OC)c1 (stereo partly specified)	1.9	nt	-4.5	-1.4	0.8	-10.6	-14.6	2.4	-0.2	-0.8
40	COC(=O)[C@H](CCSC)NC(=O)Nc1cc(C)ccc1C	1.1	0.0	-0.1	4.0	nt	-11.1	7.1	2.0	0.4	4.8

Carrying on:
No.	Molecule	phage Ecoli inh	CAL PDZ FP	Rtt109 HAT inh	E coli growth	Wnt bcat act	PvdQ inh	PfHsp90 yeast 2	Tat export inh	DAGLB inhibitor	AddAB inh
41	CCO[C@H]1OC(C(=O)O)=C[C@@H](c2coc3ccccc3c2=O)[C@@H]1CCCO	3.4	1.3	8.8	-0.5	-6.9	-13.9	9.0	-2.1	-4.4	2.8
42	COC(=O)c1cc(CNC(=O)c2cccc(Cl)c2Cl)ccc1OC	2.5	nt	nt	-0.3	-1.5	nt	nt	nt	nt	1.7
43	Cn1c(=O)c2c(nc(CN3CCN(C(c4ccccc4)c4ccccc4)CC3)n2CC(N)=O)n(C)c1=O	4.1	-2.2	-2.6	-3.4	-0.2	-16.4	-8.1	0.3	2.7	-0.2
44	COC(=O)Cc1c(O)ccn(C2CC2)c1=O	1.0	-3.6	11.8	-0.2	0.3	-18.4	-4.5	0.7	-0.4	0.7
45	CCCCNC(=O)CSc1nc(COc2ccccc2)nc2ccccc12	2.9	-1.9	-2.1	2.5	-1.2	-1.4	-12.5	1.2	-2.3	-0.3
46	CCOC(=O)N1CCN(C(=O)CSCc2nc(-c3ccccc3C)oc2C)CC1	1.9	-0.4	-2.4	-0.9	nt	9.0	-15.3	-4.6	-1.6	-1.7
47	CONc1nc2nonc2nc1NOC	1.7	-1.5	3.3	0.8	-1.0	-1.6	-10.5	0.2	-0.4	2.1
48	CCN(CC)S(=O)(=O)c1cccc(-c2nnc(SC(C)C#N)n2Cc2ccccc2)c1 (stereo unspecified)	-0.5	-0.6	-1.8	-0.3	-4.1	-1.3	-2.8	12.5	-0.4	-2.2
49	COc1ccc(NC(=O)CSc2nnc(C3CCCCC3)o2)c(OC)c1	2.7	-0.4	0.5	-0.1	0.3	-15.8	11.5	-7.1	-1.7	-0.6
50	COc1ccccc1-n1cc(-c2ccccc2)[nH]c1=S	-0.3	-1.5	nt	-0.5	1.3	-22.1	-10.8	-3.2	1.7	2.1
51	O=c1[nH]c(/C(=N\O)c2ccccc2)no1	10.3	-0.8	-9.7	18.2*	nt	-55.0	-31.9	-31.5	-0.3	16.4*
52	CCC1CCCCN1C1Sc2ccc(C(=O)OC)cc2NC1=O (stereo unspecified)	2.8	-0.5	-1.1	-2.0	nt	-8.2	10.9	2.6	-0.7	0.9
53	COc1ccc(NC(=O)C2CCCN(S(C)(=O)=O)C2)cc1OC (stereo unspecified)	1.6	-1.0	6.4	-2.7	-3.2	-9.0	-6.9	1.5	-0.7	-1.5
